SSB-PriA inh: K. pneumoniae PriA-SSBct interaction inhibition; AlphaScreen SSBct-PriA binding, biotinylated peptide; inhibition, % at 33 µM; 430,000 tested, 0.6% active; in the data active means inhibition mostly above about 37%, no sharp cut-off; inactive means mostly below about 20%;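 further: plate controls were negative control peptide for no effect and reference peptide for full effect; strong numbers were not always called active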
Rv3671c inh: Rv3671c (M. tuberculosis) protease inhibition; P9WHR9; inhibition, % at 5.96 µM; 320,000 tested, 0.048% active; AID 2606; in the data active means inhibition above about 38%;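 further: extracellular domain of Rv3671c used as enzyme; 0% = enzyme with DMSO and 100% = no enzyme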
Target sequence (P9WHR9 whole entry, looked up, the tested form may be a part): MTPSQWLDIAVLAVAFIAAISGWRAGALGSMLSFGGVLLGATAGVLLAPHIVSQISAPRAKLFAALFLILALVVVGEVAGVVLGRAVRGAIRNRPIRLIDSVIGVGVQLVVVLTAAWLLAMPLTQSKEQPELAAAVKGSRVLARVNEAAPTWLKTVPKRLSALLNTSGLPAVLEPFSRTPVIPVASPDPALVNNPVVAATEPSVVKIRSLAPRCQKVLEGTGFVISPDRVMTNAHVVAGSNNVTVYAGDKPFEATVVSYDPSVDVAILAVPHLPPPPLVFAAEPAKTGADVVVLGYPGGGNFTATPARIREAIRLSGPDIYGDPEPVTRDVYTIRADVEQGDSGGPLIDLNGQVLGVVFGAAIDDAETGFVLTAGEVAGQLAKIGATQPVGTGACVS
VHR inh abs: inhibitors of human VHR1 phosphatase (DUSP3). inhibition, % at 13.3 µM. 290,000 tested, 0.52% active. recombinant VHR phosphatase, pNPP absorbance. AID 1654. P51452; in the data active means inhibition above about 50%; further: some compounds called inactive have numbers as strong as hits
Target sequence (P51452 whole entry, looked up): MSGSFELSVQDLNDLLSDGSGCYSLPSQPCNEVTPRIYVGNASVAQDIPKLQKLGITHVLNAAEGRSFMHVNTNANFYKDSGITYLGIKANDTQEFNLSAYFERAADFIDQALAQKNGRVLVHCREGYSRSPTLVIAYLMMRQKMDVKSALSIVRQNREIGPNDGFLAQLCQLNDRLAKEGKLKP
PfHsp40 rescue: rescue of PfHsp40-mediated yeast toxicity. S. cerevisiae expressing PfHsp40, growth rescue, ATP luminescence. growth rescue, % at 12.5 µM. 340,000 tested, 0.68% active. AID 504582; in the data active means growth rescue above about 28%, passing the limit was not always enough;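 further: yeast W303a lacking pdr1 and pdr3 grown in galactose medium; growth measured after three days at 30 °C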
MazF activator: activators of E. coli MazEF toxin-antitoxin RNase; activation, % at 20 µM; AID 504720; FAM/BHQ RNA-DNA oligo cleavage fluorescence, 5 h; 350,000 tested, 0.32% active; P0AE70; in the data active means activation above about 50%
Target sequence (P0AE70 whole entry, looked up): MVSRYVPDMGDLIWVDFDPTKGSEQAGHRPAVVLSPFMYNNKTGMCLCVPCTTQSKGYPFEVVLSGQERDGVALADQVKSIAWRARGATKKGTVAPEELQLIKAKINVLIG
Vc quorum ag: induces V. cholerae light production without autoinducers; V. cholerae BH1578 lux reporter, luminescence, 6 h; activation, % at 18.7 µM; 350,000 tested, 0.16% active; AID 588436; in the data active means activation mostly above about 9.7%, no sharp cut-off; further: not every result past the cut was called active; inactives centre near 0; reference of the scale not given here
Yp Topo-I inh: Y. pestis Topo-I inhibition via cleavage products | Y. pestis Topo-I cleavage product accumulation, plate reader | 360,000 tested, 0.064% active | activity, % at 10 µM | AID 504884; in the data active means activity above about 50%, passing the limit was not always enough; further: inactives centre near 2
3CLpro inhibitor: SARS-CoV 3CLpro protease inhibition | P0C6X7 | recombinant SARS-CoV 3CLpro, quenched FRET peptide cleavage | inhibition, % at 6 µM | 290,000 tested, 0.14% active | AID 1706; in the data active means inhibition above about 12%
Anthrax LF inh2: inhibitors of Bacillus anthracis lethal factor protease; P15917; multiplex microsphere protease cleavage assay, LF; inhibition, % at 10 µM; 360,000 tested, 0.12% active; AID 588501; in the data active means inhibition above about 30%; further: plate controls were buffer without enzyme for full effect and enzyme alone for no effect
TcdB inh: TcdB glycohydrolase inhibition | P18177 | TcdB glycohydrolase enzymatic assay, plate reader | inhibition, % at 9.99 µM | 350,000 tested, 0.24% active | AID 652162; in the data active means inhibition above about 10%
* marks the source's active call; other numbers are inactive results; i = inactive; nt = no result given; & = joins results of further samples.

| canonical_smiles | SSB-PriA inh | Rv3671c inh | VHR inh abs | PfHsp40 rescue | MazF activator | Vc quorum ag | Yp Topo-I inh | 3CLpro inhibitor | Anthrax LF inh2 | TcdB inh |
| --- | --- | --- | --- | --- | --- | --- | --- | --- | --- | --- |
| C=CCSc1nnc(-c2ccccc2N=Cc2c(C)[nH]n(-c3ccccc3)c2=O)c(=O)[nH]1 | -2 | 1 | 7 | -1.3 | 10 | i | -3 | 2 | -4 | nt |
| CCNCC(O)c1cccc(O)c1 (stereo not given) | -3 | -3 | 25 | 0.3 | 5 | i | -1 | 0 | -2 | 1.3 |
| Fc1ccc(CSc2nsc(SCc3ccc(F)cc3)n2)cc1 | -54 | 0 | 0 | -1.3 | -4 | nt | 3 | -2 | -10 | -0.2 |
| CC(C)(C)OC(=O)N(CCc1ccccc1)Cc1ccc(OCc2cccc(NC(=O)c3ccccc3)c2)cc1 | -5 | nt | nt | 0.2 | -4 | i | 10 | nt | -3 | 1.1 |
| COc1ccccc1NC(=O)CCN1CCN(c2ccc(Cl)cc2)CC1 | 3 | -2 | 2 | -2.2 | -5 | i | 21 | 0 | -3 | -0.9 |
| CC(C)(C)c1csc(NC(=O)Nc2ccccc2)n1 | -1 | 1 | 22 | 1.9 | 7 | -1.0 | 7 | 4 | 1 | 1.0 |
| Cc1cc(CNC(=O)COc2cc(F)ccc2[N+](=O)[O-])c2ccccc2n1 | -6 | 5 | -17 | 1.2 | 5 | 2.1 | -5 | 2 | -2 | 0.6 |
| Cc1ccc(N(C(=O)Cn2nnc(-c3ccc(F)cc3)n2)C(CC(C)C)C(=O)NCC2CCCO2)cc1 (stereo not given) | -5 | 1 | 35 | 0.1 | 2 | 3.6 | 29 | 4 | 0 | nt |
| COc1ccc(CCNC(=S)NCCc2c[nH]c3ccccc23)cc1 | 2 | -1 | 24 | 3.0 | 3 | 0.2 | -7 | 4 | -6 | -0.8 |
| CCC(C(N)=NCCc1ccc(OC)c(OC)c1)c1ccccc1 (stereo not given) | 6 | nt | -10 | -0.4 | 2 | -0.5 | -11 | 1 | 4 | 0.0 |
| CCn1c(C)nc2cc(C(=O)NNC(=O)Nc3ccc(Cl)c(Cl)c3)ccc21 | nt | -4 | 44 | nt | nt | nt | nt | -1 | nt | 0.7 |
| C=CCOc1ccc(CN(C)C(=O)CN2C(=O)c3ccccc3C2=O)cc1 | -9 | 2 | 7 | 4.0 | 4 | i | -5 | 6 | 3 | 0.5 |
| NC(=O)c1ccsc1NC(=O)c1ccc(S(=O)(=O)N2CCCCC2)cc1 | -9 | -23 | 13 | -0.1 | 4 | -0.1 | -10 | -3 | -6 | 0.6 |
| O=C(Cn1nnc(-c2cccc(C(F)(F)F)c2)n1)NC1CCCC1 | -5 | 4 | 2 | -0.8 | 3 | nt | 3 | -2 | 1 | -0.2 |
| C/C(CC(=O)Nc1ccc(Cl)cc1Cl)=N\NC(=O)C(=O)NCCO | nt | -8 | -10 | -0.4 | 9 | -0.6 | 3 | 6 | -6 | -4.6 |
| O=C1NC2=C(C(=O)CCC2)C(c2ccc(OC(F)F)cc2)N1 (stereo not given) | -6 | -10 | 2 | 0.2 | -14 | -2.2 | 0 | -6 | 6 | 2.7 |
| CC1=C(C(=O)N(C)C)CC(CC(=O)NC2CCCC2)C(=O)N1Cc1ccc(F)cc1 (stereo not given) | nt | nt | nt | nt | 7 | -0.5 | 3 | nt | -3 | 0.5 |
| CCOP(=O)(OCC)C(O)c1ccccc1 (stereo not given) | 1 | 7 | -8 | -0.1 | 1 | -0.3 | 1 | 4 | 2 | 1.5 |
| CC(C)Oc1ccc(C(=O)Nc2cc(S(=O)(=O)N3CCOCC3)ccc2N2CCOCC2)cc1 | 2 | nt | nt | -0.1 | 2 | 1.8 | 2 | nt | 2 | 1.1 |
| CCC1=C(OC(=O)N(CC)CC)N2C(=O)OC(=NCC(=O)OC)[C@]2(Cc2ccccc2)[C@H]2C1=CC[C@H]1C(=O)NC(=O)[C@H]12 | -4 | -1 | 19 | 0.1 | 4 | -3.0 | 24 | nt | -7 | 1.6 |

In the list so far, three contain an aryl methoxy group.
| canonical_smiles | SSB-PriA inh | Rv3671c inh | VHR inh abs | PfHsp40 rescue | MazF activator | Vc quorum ag | Yp Topo-I inh | 3CLpro inhibitor | Anthrax LF inh2 | TcdB inh |
| --- | --- | --- | --- | --- | --- | --- | --- | --- | --- | --- |
| COc1ccccc1NC(=O)CCN1CCN(c2ccc(Cl)cc2)CC1 | 3 | -2 | 2 | -2.2 | -5 | i | 21 | 0 | -3 | -0.9 |
| COc1ccc(CCNC(=S)NCCc2c[nH]c3ccccc23)cc1 | 2 | -1 | 24 | 3.0 | 3 | 0.2 | -7 | 4 | -6 | -0.8 |
| CCC(C(N)=NCCc1ccc(OC)c(OC)c1)c1ccccc1 (stereo not given) | 6 | nt | -10 | -0.4 | 2 | -0.5 | -11 | 1 | 4 | 0.0 |

Next section.
| canonical_smiles | SSB-PriA inh | Rv3671c inh | VHR inh abs | PfHsp40 rescue | MazF activator | Vc quorum ag | Yp Topo-I inh | 3CLpro inhibitor | Anthrax LF inh2 | TcdB inh |
| --- | --- | --- | --- | --- | --- | --- | --- | --- | --- | --- |
| O=C(CC(SCCO)c1ccc(F)cc1)c1ccco1 (stereo not given) | -6 | -8 | 10 | 0.8 | 6 | nt | 10 | 2 | -11 | nt |
| COc1cccc(CN2CCc3ccc(NC(=O)CCc4ccc(C)cc4)cc3C2)c1O | 1 | -12 | -14 | 1.4 | 2 | i | 21 | 0 | -1 | 1.1 |
| CCc1c(C)nc(N)nc1N1N=C1SCCOc1ccccc1 | -5 | 2 | -10 | 0.9 | 4 | -0.4 | 9 | 4 | -2 | 1.2 |
| O=C(Nc1c(Cl)cccc1Cl)C1CCC1 | -15 | 1 | 21 | 0.7 | 10 | -0.4 | 6 | 2 | -2 | nt |
| Cc1nc(NC(=O)CC(C)C)sc1-c1csc(Nc2ccc(Cl)cc2)n1 | -5 | 1 | 20 | -1.5 | 0 | -0.5 | -38 | -1 | -8 | 0.5 |
| CC(C)(C)NS(=O)(=O)c1ccc2nc(NC(=O)Cc3cccs3)sc2c1 | -1 | -3 | 3 | 1.0 | 8 | -0.8 | -16 | 4 | -2 | nt |
| CN(CC(=O)Nc1ccc(F)cc1)C(=O)COc1ccc([N+](=O)[O-])cc1Cl | 7 | -5 | 10 | -1.0 | -1 | -0.3 | 0 | 0 | 0 | 0.5 |
| Cn1ccnc1C1CCCCN1Cc1nc(-c2ccc3c(c2)OCO3)no1 (stereo not given) | 1 | -2 | 31 | -0.2 | 8 | -0.3 | 2 | -1 | -3 | 1.5 |
| COc1cc2c(cc1OC)C(C)=NC1(CCCCC1)C2 | 4 | -2 | 30 | 0.4 | 8 | 0.8 | -8 | 0 | -7 | 0.5 |
| COc1cccc(-c2nn(-c3ccc(C)cc3)cc2C(=O)N2CCc3cc(OC)c(OC)cc3C2)c1 | -5 | -13 | nt | 0.3 | -4 | i | 11 | nt | 2 | 1.4 |
| CCN1CCN(S(=O)(=O)c2ccc(OC)c3ccccc23)CC1 | 8 | 2 | 1 | -0.9 | 4 | 0.2 | -8 | -2 | 5 | 0.9 |
| COc1cc(-c2nnc(-c3ccc(S(=O)(=O)c4ccccc4)cc3)o2)cc(OC)c1OC | -4 | nt | 21 | -1.4 | 6 | 3.8 | 10 | -1 | 1 | nt |
| O=C(COC(=O)c1n[nH]c(=O)c2ccccc12)NC1CCCCC1 | -9 | -2 | nt | 0.6 | 2 | i | 2 | nt | -3 | -7.7 |
| Cc1cccc(N=C(N2CCOCC2)P(=O)(N2CCOCC2)N2CCOCC2)c1 | -10 | -2 | -17 | 0.8 | -3 | -2.2 | 0 | 6 | 2 | nt |
| Cc1cccc(NC(=O)CNc2cc(C)ccc2C)c1 | -12 | -9 | 21 | -1.3 | -12 | -0.1 | -3 | 0 | nt | nt |
| Cc1nnc(-c2ccccc2)c[n+]1[O-] | -10 | 2 | 25 | -1.2 | 3 | -0.2 | 0 | -4 | 1 | nt |
| C[C@H]1CCCCO[C@@H](CN(C)S(=O)(=O)c2ccc(Cl)cc2)[C@@H](C)CN([C@@H](C)CO)C(=O)c2cc(NS(=O)(=O)c3ccccc3)ccc2O1 | nt | nt | nt | nt | 5 | -2.4 | 21 | nt | 0 | 1.1&-0.3 |
| O=C(c1ccc(S(=O)(=O)Nc2ccccc2Cl)cc1)N1CCOCC1 | -3 | 7 | nt | -0.7 | 0 | -0.6 | 5 | nt | 7 | 2.8 |
| Cc1cc(C)n2nc(C(=O)Nc3ccc(S(=O)(=O)N4CCCCC4)cc3)nc2n1 | -13 | -15 | 3 | -0.2 | 8 | i | -2 | -1 | 0 | nt |
| Cc1ccc(CS(=O)(=O)c2ccccc2-c2nnc(-c3ccc(Cl)cc3)o2)cc1 | -9 | 6 | 32 | -1.6 | -9 | 0.4 | -2 | 2 | 0 | nt |

The results go on.
Sequence of screens – SSB-PriA inh, Rv3671c inh, VHR inh abs, PfHsp40 rescue, MazF activator, Vc quorum ag, Yp Topo-I inh, 3CLpro inhibitor, Anthrax LF inh2, TcdB inh
> O=C(Nc1nccs1)C1CCN(S(=O)(=O)c2ccc(F)cc2)CC1
    1, 3, 9, -0.1, 9, -0.4, -4, -2, -2, 0.6
> CC(C)(C)NC(=O)NC(=O)COC(=O)c1cccc(NS(=O)(=O)c2ccc(F)c(F)c2)c1
    -5, -12, 8, 1.7, 6, -0.3, 10, 3, 0, 0.1
> O=C(O)c1cccc(Cn2c(Cl)c(/C=N/NC(=O)c3ccco3)sc2=O)c1
    nt, -5, 6, -0.4, -2, 0.9, -7, -3, 0, 2.5
> COc1ccc(/C=C/C(=O)c2ccc([N+](=O)[O-])o2)cc1
    -14, 1, nt, -0.3, -1, i, 3, nt, 1, 2.0
> Cn1nc(NC(=O)C(F)(F)F)c2ncc(-c3ccccc3)nc21
    nt, nt, nt, nt, -14, -1.4, -4, nt, -3, 2.0
> CCCCn1c(NCc2ccc(OC)cc2O)nc2ccccc21
    nt, nt, nt, nt, 3, -0.9, 1, nt, -6, 0.5
> COc1ccccc1-n1c(=O)oc2ccc(Cl)cc2c1=O
    -9, -3, -8, 2.5, 11, -0.4, -1, 0, 1, nt
> CCOc1ccc(S(=O)(=O)NC(C)C)cc1C(N)=O
    -4, -1, 1, -1.4, 7, i, 7, -5, -8, 0.9
> O=C(Cn1cccc1)N1CCN(C(c2ccccc2)c2ccccc2)CC1
    -2, 8, 16, 0.7, -6, -0.4, -4, 0, -2, nt
> CS(=O)(=O)c1ccc(CNC(=O)C2(C(F)(F)F)C/C(=C/CCO)CCCO2)cc1 (stereo not given)
    0, -3, nt, -0.4, 7, -0.8, -6, nt, -3, -0.7
> O=[N+]([O-])c1ccc(C=CC=Cc2ccccc2)cc1
    nt, nt, nt, nt, 68*, i, 9, nt, 16, 1.2
> COC1=CC(=O)O[C@@H](/C=C/c2ccccc2)C1
    -16, -4, nt, -0.7, 3, -3.6, -4, nt, 3, 1.8
> Cc1ccc(Nc2nc(C)nc3c2oc2ccccc23)cc1
    -2, -4, -4, 1.9, 8, -0.6, 2, -1, -4, 1.1
> CC(=O)c1cc2c(C)c(C(=O)c3ccccc3)oc2cc1O
    -24, 6, -13, 7.3, 89*, -0.3, 23, -1, 0, nt

An excerpt from the list above, for reference:
Sequence of screens – SSB-PriA inh, Rv3671c inh, VHR inh abs, PfHsp40 rescue, MazF activator, Vc quorum ag, Yp Topo-I inh, 3CLpro inhibitor, Anthrax LF inh2, TcdB inh
> Cc1ccc(Nc2nc(C)nc3c2oc2ccccc23)cc1
    -2, -4, -4, 1.9, 8, -0.6, 2, -1, -4, 1.1
> CC(=O)c1cc2c(C)c(C(=O)c3ccccc3)oc2cc1O
    -24, 6, -13, 7.3, 89*, -0.3, 23, -1, 0, nt

Bioassay records from PubChem.

These rows are one share of the data. The share of hits here may be higher or lower than overall.
